RPL19A TOR yeast: RPL19A-GFP expression modulators in yeast, primary screen, cell-based, S. cerevisiae, multiplex flow cytometry, MLPCN | AID 2025, 2009 | S. cerevisiae RPL19A-GFP strain, 3 h; hits give low values | percent response vs DMSO, % at 10 µM | 330,000 compounds, 0.3% hits;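 active means percent response vs DMSO below 50%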;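 further: median channel GFP fluorescence of the barcoded RPL19A-GFP strain; ratio of sample median GFP to plate DMSO average so 100% = DMSO; lower means less RPL19A-GFP as with rapamycin TOR inhibition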
AHR act: AHR activators, primary screen, cell-based, luminescence, luciferase reporter, human; Aryl hydrocarbon receptor (Homo sapiens), P35869; AHR-responsive luciferase reporter cells; activation, % at 5 µM; 320,000 compounds, 2.5% hits; AID 2796, 2010; in the data active means activation above about 47%;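 further: 0% = vehicle wells and 100% = reference agonist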
Target sequence (P35869 whole entry, looked up): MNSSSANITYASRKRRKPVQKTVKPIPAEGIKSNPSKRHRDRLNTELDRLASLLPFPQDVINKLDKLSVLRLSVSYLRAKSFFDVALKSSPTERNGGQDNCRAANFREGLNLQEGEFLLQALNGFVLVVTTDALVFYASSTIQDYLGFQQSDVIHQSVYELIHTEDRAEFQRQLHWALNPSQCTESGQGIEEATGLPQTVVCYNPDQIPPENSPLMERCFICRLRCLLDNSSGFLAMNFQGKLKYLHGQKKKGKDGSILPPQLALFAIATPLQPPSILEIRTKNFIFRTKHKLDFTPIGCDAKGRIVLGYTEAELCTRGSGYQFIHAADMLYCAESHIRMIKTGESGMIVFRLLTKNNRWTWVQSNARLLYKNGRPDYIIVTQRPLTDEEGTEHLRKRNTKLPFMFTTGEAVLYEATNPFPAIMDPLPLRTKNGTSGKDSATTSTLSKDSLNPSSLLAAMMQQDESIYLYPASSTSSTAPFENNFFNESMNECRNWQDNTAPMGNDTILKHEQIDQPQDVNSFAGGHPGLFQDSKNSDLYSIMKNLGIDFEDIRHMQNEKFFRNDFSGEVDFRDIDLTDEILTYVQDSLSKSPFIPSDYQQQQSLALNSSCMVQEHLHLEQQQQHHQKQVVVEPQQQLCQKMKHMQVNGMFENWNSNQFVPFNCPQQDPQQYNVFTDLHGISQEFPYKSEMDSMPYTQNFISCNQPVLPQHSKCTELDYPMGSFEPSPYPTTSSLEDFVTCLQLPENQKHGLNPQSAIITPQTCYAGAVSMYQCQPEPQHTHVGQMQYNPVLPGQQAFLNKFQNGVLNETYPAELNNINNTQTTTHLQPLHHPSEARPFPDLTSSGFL
CR mimetic SO: reduction of superoxide in aged yeast, primary screen, HTS; S. cerevisiae aged cells, superoxide DHE fluorescence; hits give low values; superoxide response (% of plate mean), % at 10 µM; 330,000 compounds, 0.18% hits;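 active means superoxide response under a set limit, about three screen SD below normal, cut at about 65% in these data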;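 further: yeast aged for seven days with compound at 30 °C before DHE staining; 100% = average MFI of all compound-treated wells on the plate with controls excluded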
MEP2 TOR yeast: modulators of MEP2-GFP levels in yeast, primary screen, S. cerevisiae, multiplex flow cytometry, MLPCN library; S. cerevisiae MEP2-GFP strain, 3 h; 100% = DMSO control level; GFP response vs DMSO, % at 10 µM; 330,000 compounds, 0.51% hits; AID 2016, 2009;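 active means GFP response versus DMSO above a set limit, roughly screen mean plus 3 SD, cut at about 180% in these data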;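 further: median GFP fluorescence of the barcode-gated MEP2-GFP cells per well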
Efflux pump inh: inhibitors of Candida efflux pumps in yeast, primary screen, S. cerevisiae, Nile Red, multiplex | S. cerevisiae Candida pump triplex | AID 485275, 2010 | 330,000 compounds, 0.44% hits | inhibition, % at 10 µM;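 active means plate passing quality check with inhibition over a set limit, or well fluorescence over plate mean plus 4 SD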;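 further: Nile Red retained in pooled yeast measured as flow cytometry median fluorescence; 0% = buffer negative control and 100% = Enniatin B positive control; higher means more Nile Red kept so more efflux inhibition; some compounds called inactive have numbers as strong as hits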
LAP4-GFP MLPCN: modulators of LAP4-GFP expression in yeast, primary screen, S. cerevisiae, multiplex flow cytometry, MLPCN library | 3 h; median GFP as percent of DMSO wells | GFP response vs DMSO, % at 10 µM | 320,000 compounds, 0.34% hits | AID 2023, 2009;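 active means GFP response vs DMSO above a set limit, about the screen mean plus 3 SD, cut at about 150% in these data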
AGP1 TOR yeast: modulators of AGP1-GFP expression in yeast TOR pathway, primary screen, cell-based, multiplex flow cytometry, S. cerevisiae, MLPCN library. 320,000 compounds, 0.02% hits. GFP response vs DMSO, % at 10 µM. 3 h; GFP as percent of DMSO wells;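 active means GFP response relative to DMSO above a set limit, near screen average plus 3 SD, cut at about 150% in these data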;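 further: median GFP channel fluorescence of the gated AGP1 strain per well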
CIT2-GFP yeast: modulators of CIT2-GFP expression in yeast, primary screen, S. cerevisiae, GFP fusion, multiplex flow cytometry, MLPCN library; GFP response vs DMSO, % at 10 µM; S. cerevisiae CIT2-GFP strain, 3 h; 100 means same as DMSO wells; 320,000 compounds, 0.065% hits; AID 2029, 2009;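 active means GFP response relative to DMSO above a set limit, near the screen mean plus 3 SD, cut at about 150% in these data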;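 further: ratio of well median GFP fluorescence to mean of DMSO wells on the plate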
Starred values were filed as active, the others as inactive; · = no result given.

Preview, 14 compounds:
SMILES	RPL19A TOR yeast	AHR act	CR mimetic SO	MEP2 TOR yeast	Efflux pump inh	LAP4-GFP MLPCN	AGP1 TOR yeast	CIT2-GFP yeast
CCn1cnc2cc(NC(=O)c3ccc(C)cc3)ccc21	99	10	96	101	-0.1	98	103	105
CS(=O)(=O)NCCNC(=O)c1cc(OCC(F)(F)F)ccc1OCC(F)(F)F	101	-2	93	105	0.0	101	95	106
CCCC(=O)Nc1c(O)c2ccccc2[nH]c1=O	99	3	93	97	-0.1	105	98	94
Cc1cc(C)c(-c2c(O)c3cccnc3n(C)c2=O)c(C)c1	99	-3	124	106	-0.1	114	102	108
Nc1c(C(=O)NCCc2ccccc2)sc2nc(N3CCOCC3)c3c(c12)CCCC3	92	18	115	93	0.1	123	99	83
COC(=O)c1cc(NC(=O)c2cccnc2)ccc1N1CCOCC1	100	23	101	99	-0.1	103	100	95
Cc1ccc(C(=O)CN2C(=O)c3ccccc3S2(=O)=O)cc1	103	-10	94	107	0.0	115	106	104
COC(=O)c1ccc(C(=O)OCc2nc3cc4ccccc4cc3[nH]2)cc1	87	4	101	91	0.0	88	86	85
O=C(CC1SC(=Nc2ccccc2F)N(CCN2CCOCC2)C1=O)Nc1ccc(F)cc1F (stereo not drawn)	99	0	111	177*	0.5	126	103	114
O=C(CCn1c(=O)[nH]c2ccccc2c1=O)NCCSCc1ccccc1	96	-2	90	99	0.0	110	104	99
CC(C)c1ccc2oc(=O)cc(CN3CCN(c4ccccc4)CC3)c2c1	97	1	101	101	0.0	101	100	104
C/C(=N\Nc1ccc(S(=O)(=O)Nc2ccc(Cl)cc2)cc1[N+](=O)[O-])c1ccc(N2CCOCC2)cc1	98	0	112	101	-0.4	97	101	102
CCN(CC)CC(O)CCCCCCCCC(=O)OC (stereo not drawn)	101	-2	103	99	-0.2	111	108	108
CCOC(=O)Cc1csc(/N=C/c2c(O)n(-c3ccc(C)cc3C)c(=O)c3ccccc23)n1	95	1	109	92	0.1	99	97	90

Results, from the first entry:
SMILES	RPL19A TOR yeast	AHR act	CR mimetic SO	MEP2 TOR yeast	Efflux pump inh	LAP4-GFP MLPCN	AGP1 TOR yeast	CIT2-GFP yeast
CCn1cnc2cc(NC(=O)c3ccc(C)cc3)ccc21	99	10	96	101	-0.1	98	103	105
CS(=O)(=O)NCCNC(=O)c1cc(OCC(F)(F)F)ccc1OCC(F)(F)F	101	-2	93	105	0.0	101	95	106
CCCC(=O)Nc1c(O)c2ccccc2[nH]c1=O	99	3	93	97	-0.1	105	98	94
Cc1cc(C)c(-c2c(O)c3cccnc3n(C)c2=O)c(C)c1	99	-3	124	106	-0.1	114	102	108
Nc1c(C(=O)NCCc2ccccc2)sc2nc(N3CCOCC3)c3c(c12)CCCC3	92	18	115	93	0.1	123	99	83
COC(=O)c1cc(NC(=O)c2cccnc2)ccc1N1CCOCC1	100	23	101	99	-0.1	103	100	95
Cc1ccc(C(=O)CN2C(=O)c3ccccc3S2(=O)=O)cc1	103	-10	94	107	0.0	115	106	104
COC(=O)c1ccc(C(=O)OCc2nc3cc4ccccc4cc3[nH]2)cc1	87	4	101	91	0.0	88	86	85
O=C(CC1SC(=Nc2ccccc2F)N(CCN2CCOCC2)C1=O)Nc1ccc(F)cc1F (stereo not drawn)	99	0	111	177*	0.5	126	103	114
O=C(CCn1c(=O)[nH]c2ccccc2c1=O)NCCSCc1ccccc1	96	-2	90	99	0.0	110	104	99
CC(C)c1ccc2oc(=O)cc(CN3CCN(c4ccccc4)CC3)c2c1	97	1	101	101	0.0	101	100	104
C/C(=N\Nc1ccc(S(=O)(=O)Nc2ccc(Cl)cc2)cc1[N+](=O)[O-])c1ccc(N2CCOCC2)cc1	98	0	112	101	-0.4	97	101	102
CCN(CC)CC(O)CCCCCCCCC(=O)OC (stereo not drawn)	101	-2	103	99	-0.2	111	108	108
CCOC(=O)Cc1csc(/N=C/c2c(O)n(-c3ccc(C)cc3C)c(=O)c3ccccc23)n1	95	1	109	92	0.1	99	97	90
O=C(Nc1cc(C(=O)N2CCCC2)ccc1N1CCCC1)c1ccccc1	101	1	104	107	0.2	108	101	97
Cc1nc(-c2ccc(NC(=O)C(C)(C)C)cc2)c(-c2ccccc2)o1	99	1	111	106	0.3	96	95	103
Cc1ccc(NC(=O)c2ccc(NS(=O)(=O)c3cccc4cccnc34)cc2)cc1	96	3	100	107	0.1	92	93	90
O=C(Nc1ccccc1N1CCCCC1)c1ccc(-c2cc(Cl)ccc2Cl)o1	69	-2	91	123	0.1	100	76	92
Cc1cccc(NC(=S)NC(C)CCc2ccccc2)c1 (stereo not drawn)	100	2	93	90	0.1	93	93	102
CC(=O)Nc1ccc(NC(=O)c2ccccc2Nc2ccccc2)cc1	104	4	105	114	-0.1	124	103	100
O=C(N/N=C/C1CC2CCC1C2)c1c[nH]c2ccccc12 (stereo not drawn)	102	87*	83	104	-0.2	96	103	101
COc1ccc(-c2cc(C(=O)NCCc3ccc(S(N)(=O)=O)cc3)c3ccccc3n2)cc1	102	34	105	104	-0.1	102	95	107
CC(=O)Nc1ccc(OCC(=O)N2CCC(Cc3ccccc3)CC2)cc1	99	3	105	101	0.0	103	102	103
CCOC(=O)Cn1cnc2sc(C(=O)OC)c(C)c2c1=O	98	2	89	104	-0.1	93	100	106
O=C1NCCc2cc3c(cc21)OCO3	101	0	106	102	0.1	104	99	88
(list continues)
SMILES	RPL19A TOR yeast	AHR act	CR mimetic SO	MEP2 TOR yeast	Efflux pump inh	LAP4-GFP MLPCN	AGP1 TOR yeast	CIT2-GFP yeast
O=C(O)C(CCCCN1C(=O)C2C3C=CC(C3)C2C1=O)N1C(=O)C2C3C=CC(C3)C2C1=O (stereo not drawn)	99	4	108	99	0.0	104	104	100
Cc1ccc2nc(-c3ccc(N4C(=N)SC5CS(=O)(=O)CC54)cc3)sc2c1 (stereo not drawn)	101	6	94	102	0.2	93	97	98
CN(C(=O)c1ccc(Br)o1)C1CCS(=O)(=O)C1 (stereo not drawn)	107	6	89	100	-0.2	92	98	112
O=C(NC(=S)Nc1ccc(S(=O)(=O)Nc2nccs2)cc1)c1ccc(Br)o1	107	11	82	104	0.1	96	91	106
Cn1nnc(NC(=S)NC(=O)Cc2ccccc2)n1	99	-1	87	101	0.0	104	·	109
CCOc1ccc(NC(=O)CCc2nnc3ccc(N4CCN(C)CC4)nn23)cc1	94	-1	96	105	1.1	90	89	98
CCC(=O)Nc1ccc2c(c1)nc(CCN1CCN(C)CC1)n2C	97	-2	109	102	0.0	97	95	100
CCc1cccc(C)c1NC(=O)CSc1n[nH]c(N)n1	97	0	100	101	0.2	101	101	96
Brc1ccccc1C1N=C(c2ccccc2)NO1 (stereo not drawn)	102	50*	103	98	0.3	81	91	94
NS(=O)(=O)c1ccc(NC(=O)COC(=O)c2cc([N+](=O)[O-])ccc2Cl)cc1	99	3	103	97	-0.1	103	109	80
Cc1ccc(OCC(=O)NN=C2c3ccccc3-c3ccccc32)cc1	100	1	84	106	0.3	94	104	99
CCN(CC)P(=O)(Nc1ccc([N+](=O)[O-])cc1)c1c(C)nn(CCC#N)c1NC(=O)c1ccc(Cl)cc1 (stereo not drawn)	112	11	114	114	-0.1	87	103	113
O=C(NC1CCCC1)c1ccc2nc(-c3ccco3)c(-c3ccco3)nc2c1	102	4	97	109	-0.1	103	98	99
CC(C(=O)NCc1cccnc1)N1C(=O)c2ccccc2C1=O (stereo not drawn)	105	2	93	116	0.1	112	109	107
Cc1ccccc1/C=c1\s/c(=C\C(=O)C(C)(C)C)[nH]c1=O	105	119*	107	110	0.2	108	98	97
O=C(Nc1ccnc(=O)[nH]1)c1sc2ccccc2c1Cl	98	0	113	103	-0.1	104	104	106
Cc1cc2occ(CC(=O)N(C)CC(=O)Nc3ccccc3C(F)(F)F)c2cc1C	97	1	93	102	0.1	101	95	93
O=C(NCc1ccc(F)cc1)C1CCC(CNc2c(N3CCOCC3)c(=O)c2=O)CC1 (stereo not drawn)	99	-2	97	94	0.1	91	103	79
O=C(OCC#CCSc1nnc(-c2cccc3ccccc23)o1)c1cnc[nH]1	94	-3	115	93	-0.4	106	97	94
CC(C)(C)c1ccc(C(=O)O)c(C(=O)c2ccc(C(=O)O)cc2)c1	102	1	106	109	0.1	110	104	95
COC(=O)c1cccc(COC(=O)c2cccnc2SC)c1	93	3	99	109	0.0	109	101	108
O=C(COC(=O)c1ncc(Cl)c(Cl)c1Cl)Nc1cccnc1Cl	92	1	87	83	0.2	112	93	79
C/C(=N\Nc1cc(N2CCOCC2)ncn1)c1ccccc1	104	89*	115	106	0.3	97	99	100
O=C(NCc1nnc(SCC(=O)N2CCN(c3ccccc3)CC2)o1)c1ccco1	100	0	100	105	0.0	102	105	100
CCOc1ccc(NC(=O)c2ccc(F)c(S(=O)(=O)N3CCN(c4ccccn4)CC3)c2)cc1	99	0	113	100	-0.3	103	105	96

Profiles from above:
`Cc1ccc2nc(-c3ccc(N4C(=N)SC5CS(=O)(=O)CC54)cc3)sc2c1` (stereo not drawn) as listed: RPL19A TOR yeast = 101; AHR act = 6; CR mimetic SO = 94; MEP2 TOR yeast = 102; Efflux pump inh = 0.2; LAP4-GFP MLPCN = 93; AGP1 TOR yeast = 97; CIT2-GFP yeast = 98
`CCOc1ccc(NC(=O)CCc2nnc3ccc(N4CCN(C)CC4)nn23)cc1` as listed: RPL19A TOR yeast = 94; AHR act = -1; CR mimetic SO = 96; MEP2 TOR yeast = 105; Efflux pump inh = 1.1; LAP4-GFP MLPCN = 90; AGP1 TOR yeast = 89; CIT2-GFP yeast = 98

Further records follow.
SMILES	RPL19A TOR yeast	AHR act	CR mimetic SO	MEP2 TOR yeast	Efflux pump inh	LAP4-GFP MLPCN	AGP1 TOR yeast	CIT2-GFP yeast
COc1ccc(N(C)S(=O)(=O)c2cccc(C(=O)Nc3nnc(C)s3)c2)cc1	97	-1	84	100	-0.2	101	100	93
CCc1ccc(CCC(=O)Nc2nccs2)o1	101	-4	92	105	-0.1	97	100	104
COC(=O)Nc1ccc(SCC(=O)c2ccccc2)cc1	104	4	114	98	0.3	126	100	84
CCOC(=O)c1c(C)[nH]c(C)c1S(=O)(=O)N(C)CC(=O)NCc1cccc(Br)c1	60	9	108	877*	0.3	114	27	88
Cc1ccnc2c1NC(=O)c1cccnc1N2C1CC1	102	-2	100	100	-0.1	104	101	102
Cc1ccc(-c2nc3ccc(Cl)cc3n2OC(C)C(=O)O)cc1 (stereo not drawn)	103	6	119	101	0.0	85	99	102
O=C(Nc1ccc(NC(=O)N2CCN(c3ccccc3O)CC2)cc1)N1CCN(c2ccccc2O)CC1	105	0	99	101	0.0	92	99	104
CCC(Sc1nc2ccncc2[nH]1)C(=O)Nc1ccc(C)c(Cl)c1 (stereo not drawn)	102	25	106	107	0.8	98	98	100
CCCc1cc(=O)[nH]c(SCC(=O)N(CCOC)c2c(N)n(Cc3ccccc3)c(=O)[nH]c2=O)n1	86	4	104	83	-0.1	84	99	85
CN1CCCN(c2ncnc3scc(-c4ccc(F)cc4)c23)CC1	100	0	87	99	-0.1	93	99	98
CC(=O)Oc1ccc(Cn2cnc3cc4ccccc4cc32)cc1	91	0	99	99	0.0	127	106	88
CCN(CC(=O)NCc1cccs1)C(=O)c1ccc(S(=O)(=O)N(CC)c2ccccc2)cc1	100	-1	95	104	0.3	103	104	104
COCC1CCCN(Cc2cn[nH]c2-c2cc3ccccc3o2)C1 (stereo not drawn)	95	4	81	107	-0.1	101	98	93
COc1ccc(/C=N\NC(=O)c2c(C)nc3ccc(Br)cn23)cc1	100	39	110	104	0.0	110	100	100
